Screening results: PubChem BioAssay, several laboratories
NOD2 inhibition: inhibition of NOD2-driven NF-kB reporter – cell-based, luminescence, uHTS, HEK293 (AID 1566); inhibition, % at 4 µM, or EC50 in µM where a hit was titrated; actives 0.63% (n = 290,000); HEK293 NOD2/NF-kB luciferase reporter, luminescence; higher % means a stronger effect; also: many of its hits are not listed in these tables
KOR beta-arrestin-1: KOR agonists, beta-arrestin recruitment, primary screen, cell-based, luminescence, uHTS (AID 1777). KOR beta-arrestin recruitment, luminescence; higher % means a stronger effect. activation, % at 10 µM; hits with a dose series show EC50 in µM. actives 0.02% (n = 280,000); in the data active = activation above about 50%, passing the limit was not always enough; also: a part of the inactive calls stands beside numbers as strong as those of hits
NOD1 inhibition: NOD1 signaling inhibitors, primary screen, cell-based, luminescence, uHTS (AID 1578). actives 1% (n = 290,000). one-dose inhibition, % at 4 µM; EC50 in µM for titrated hits. NOD1-driven NF-kB luciferase reporter cells, luminescence; higher % means a stronger effect; in the data active = inhibition mostly above about 36%, no sharp cut-off; inactive = mostly below about 34%;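 also: HEK-293T reporter cells stimulated with the NOD1 agonist gamma-tri-DAP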
NTR1 ag: NTR1-driven beta-arrestin-GFP spot formation – imaging, U2OS cells, high content, primary screen (AID 493036); actives 0.17% (n = 330,000); activation, % at 20 µM; agonist mode;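 active = activation at or above 40% of the spot to cytoplasm intensity ratio, with at least 20 cells analyzed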;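 also: 0% = DMSO without peptide and 100% = 100 nM NTR1 peptide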
Target sequence (P30989 whole entry, looked up): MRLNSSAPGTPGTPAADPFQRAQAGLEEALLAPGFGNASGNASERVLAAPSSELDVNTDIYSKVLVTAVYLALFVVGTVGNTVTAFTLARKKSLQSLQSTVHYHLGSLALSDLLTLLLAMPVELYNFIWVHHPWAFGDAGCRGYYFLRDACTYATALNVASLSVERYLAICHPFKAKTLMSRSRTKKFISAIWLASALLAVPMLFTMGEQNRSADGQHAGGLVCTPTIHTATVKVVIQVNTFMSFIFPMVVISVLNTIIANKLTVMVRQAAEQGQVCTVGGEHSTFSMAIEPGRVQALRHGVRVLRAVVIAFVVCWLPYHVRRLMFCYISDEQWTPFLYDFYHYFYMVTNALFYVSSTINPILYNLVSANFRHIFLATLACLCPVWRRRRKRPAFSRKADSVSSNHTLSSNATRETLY
ER stress rescue: protection against thapsigargin-triggered cell killing – 384-well, CSM14.1, ATP luminescence, primary screen (AID 1222). CSM14.1 thapsigargin-induced death rescue, ATP luminescence; higher % means a stronger effect. one-dose cellular ATP content (survival), % at 20 µM; EC50 in µM for titrated hits. 190,000 tested, under 10 active;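 active = EC50 below 50 µM in the dose-response confirmation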;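 also: death triggered by thapsigargin at about 15 µM added after 2 h compound pretreatment; cell ATP read after overnight thapsigargin exposure of roughly 18 to 22 hours; normalized against plate controls of thapsigargin alone and 5% DMSO vehicle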
GPR55 activation: GPR55 agonists via beta-arrestin recruitment, primary screen, imaging, U2OS cells, beta-arrestin-GFP redistribution (AID 1961). actives 0.048% (n = 290,000). U2OS GPR55 beta-arrestin-GFP redistribution imaging; higher % means a stronger effect. activation, % at 10 µM, or EC50 in µM where a hit was titrated;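 active = activation above 40% with more than 50 cells counted in the well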;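 also: U2OS osteosarcoma cells stably expressing GPR55 and beta-arrestin-GFP; plate controls were DMSO negative control for no effect and LPI positive control for full effect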
TNAP activation fold: stimulation of alkaline phosphatase TNAP activity – biochemical, luminescent, no phosphate acceptor, uHTS, primary screen (AID 1001) | purified TNAP, luminescent activation assay, no phosphate acceptor; higher activation fold means a stronger effect | activation fold at 20 µM; hits with a dose series show EC50 in µM | actives 0.03% (n = 200,000); in the data active = activation fold from about 3, or a potency from the dose series; inactive = the rest, 99 in 100 with activation fold below about 1.6; also: many of its hits are not listed in these tables
KOR beta-arrestin-2: KOR antagonists, beta-arrestin recruitment, cell-based, luminescence, uHTS (AID 1778) | KOR beta-arrestin recruitment, luminescence, antagonist mode; higher % means a stronger effect | inhibition, % at 10 µM, or IC50 in µM where a hit was titrated | actives 0.091% (n = 290,000); also: strong numbers were not always called active
Yfh1-off respiration: enhancers of respiration in Yfh1-depleted yeast, dose response, Friedreich's ataxia, plus single-dose screen (AID 1465); S. cerevisiae Yfh1-off respiration, WST-1 reduction, 72 h; higher fold induction means a stronger effect; fold induction at 50 µM, or EC50 in µM where a hit was titrated; actives 0.074% (n = 220,000);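 active = fold induction of absorbance versus untreated yeast above a set limit, then at least 30% activation at any dose in follow-up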;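 also: activators that raise dye reduction in frataxin-depleted yeast; strong numbers were not always called active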
NTR1 ag cell count 20 µM: also measured in NTR1 ag; calls as there; cell count; measured here: cell count, cytotoxicity flag
Active calls of the source: *; i = inactive; / = not tested or not shown; [ ] = dose if it differs, or a comment. Rule as the data show it, unless noted: active = inhibition above about 50%; inactive = the rest.

compound	NOD2 inhibition	KOR beta-arrestin-1	NOD1 inhibition	NTR1 ag	NTR1 ag cell count 20 µM	ER stress rescue	GPR55 activation	TNAP activation fold	KOR beta-arrestin-2	Yfh1-off respiration
C/C(=N\NC(=O)c1ccc(Cl)cc1)c1cccc(NC(=O)c2cccnc2)c1	-49%	2.5%	-12%	-0.9	38	-7.6%	-0.2%	1	-107%	i
COc1ccc(NC(=O)NNC(=O)c2cc3occc3n2C)c(OC)c1	36%	7.0%	-1%	2.1	45	/	-0.2%	/	7%	/
COc1ccccc1-c1noc(CCC(=O)NC2CCCCC2)n1	1%	1.1%	-3%	0.2	49	/	0.1%	/	16%	/
O=C(CC1C(=O)NCCN1Cc1ccoc1)NCCc1ccc(Cl)cc1 (stereo not drawn)	1%	-5.7%	4%	0.5	92	0.3%	-0.1%	1.1	4%	i
COc1ccc(CCNC(=O)c2noc(C)c2[N+](=O)[O-])cc1OC	-1%	-0.6%	-2%	0.3	80	/	-0.1%	/	26%	/
CC1CCC(C(=O)c2c(O)c3ccccc3oc2=O)CC1 (stereo not drawn)	24%	-0.8%	43%	1.1	62	0.9%	-0.1%	1.1	10%	i
CN(C)c1ccc(/C=N/N=C/c2ccccc2O)cc1	-122%	1.3%	-23%	-0.4	63	-2.3%	-0.2%	1.2	22%	i
CCOC(=O)CC(=O)CSc1nc2c(cc1C#N)CCC2	9%	-2.6%	-34%	-0.4	45	-2.5%	-0.1%	1	35%	i
COc1ccccc1-n1c(CNC(=O)c2cccs2)n[nH]c1=S	8%	-4.0%	-31%	-0.4	63	-0.5%	-0.3%	1	9%	i
O=C(Nc1ccc2nc3ccccc3nc2c1)c1ccccc1	-124%	-3.4%	-39%	/	/	-4.6%	-0.2%	1.1	6%	i
O=C(Nc1ccccc1)OCCOc1ccc(Br)cc1	15%	-7.9%	-8%	1.3	57	/	-0.3%	/	-37%[20 µM]	/
OC(COC1CCCCC1)CN1CCCCC1 (stereo not drawn)	-6%	-4.1%	8%	0.4	63	/	-0.2%	/	-2%	/
C=CCOc1ccc(C2C(C#N)=C(N)N(Nc3ccccc3)C3=C2C(=O)CC(C)(C)C3)cc1OC (stereo not drawn)	-11%	3.1%	2%	-0.1	38	-0.6%	-0.1%	1.1	-9%	i
CCN(/N=C/c1ccccc1)c1cc(=O)n(C)c(=O)[nH]1	5%	-1.2%	-18%	-0.3	55	0.4%	0.2%	1.5	-24%	i
CCOc1ccc(NC(=O)c2ccc3c(SCC(=O)O)c4c(nc3c2)CCCC4)cc1	8%	-4.5%	-46%	2.5	56	-0.6%	0.2%	1.2	21%	i
O=S(=O)(c1ccc2ccccc2c1)N1CCN(C(=S)Nc2ccc(F)cc2)CC1	10%	7.9%	47%	2.3	50	-1.4%	-0.2%	1	-43%	i
CCCCNC(=O)N(O)C1N(/N=C/c2cccnc2)C(=S)SC1(C)C (stereo not drawn)	6%	-1.0%	-8%	-0.4	57	/	-0.1%	/	2%	i
Cc1ccc2c(Cl)cc(Cl)c(OCc3c(C)noc3C)c2n1	8%	-3.3%	-11%	0.0	53	-0.8%	0.2%	1.1	28%	i
CCc1cccc(CC)c1NC(=O)CSc1nc2ccc(N3C(=O)C4C5C=CC(C5)C4C3=O)cc2s1 (stereo not drawn)	7%	-5.6%	51%	-0.5	92	2.8%	-0.1%	1.1	-38%	i
CN1CCN(CC(=O)Nc2cc(N(C)C)nc3ccccc23)CC1	-12%	3.4%	11%	2.9	50	-1.3%	-0.1%	1.1	-21%[20 µM]	i
CC(=O)Nc1ccc(-c2csc(NC(=O)C3CCN(S(=O)(=O)c4cccs4)CC3)n2)cc1	18%	4.7%	64%	/	/	-6.3%	0.0%	1.1	-36%	i
CC1CCc2c(sc3nc(CN4CCOCC4)nc(N4CCc5ccccc5C4)c23)C1 (stereo not drawn)	17%	-4.0%	0%	7.9	80	2.1%	0.2%	1	4%	i
COc1cccc(C(=O)Nc2ccc(C3CC3(Cl)Cl)cc2)c1 (stereo not drawn)	-160%	-1.4%	-60%	2.4	94	0.3%	-0.3%	1.1	10%	i
COc1ccc(Cl)cc1C(=O)N1CCN(Cc2ccc3c(c2)OCO3)CC1	30%	/	14%	-0.7	48	/	-0.1%	/	-20%[20 µM]	/
COc1ccc(C(=O)CCc2ccccc2)cc1	-14%	-3.5%	-7%	0.2	109	/	-0.1%	/	-11%	/
Cc1cc(OC(C)C(=O)NC2CCN(Cc3ccccc3)CC2)c2c(C)cc(=O)oc2c1 (stereo not drawn)	2%	-3.3%	-2%	0.5	68	/	-0.1%	/	1%	/
COc1ccc(NC(=O)CS(=O)(=O)c2cn(CC(=O)N(C(C)C)C(C)C)c3ccccc23)c(OC)c1	-16%	3.3%	-34%	0.1	50	/	0.0%	/	12%	/
CC(=O)Nc1cccc(NC(=O)Nc2ccc(C(C)=O)cc2)c1	-10%	0.2%	/	-1.0	77	-3.9%	-0.1%	1.1	16%	i
COc1ccc(S(=O)(=O)N2CCC(Cc3ccccc3)CC2)cc1NC(C)=O	37%	4.8%	-11%	1.5	74	/	-0.2%	/	-4%	/
CC(C)CNC(=O)c1cccc(NC(=O)CCc2ccccc2)c1	3%	7.5%	-22%	-1.5	70	-0.8%	-0.2%	1.1	10%	i
CCOC(=O)CSc1nc(N2CCOCC2)c2c(c1C#N)CC(C)(C)OC2	12%	0.7%	4%	1.1	87	/	0.0%	/	-18%	/
Cc1cc(C)cc(NC(=S)Nc2ccc(Cl)c(Cl)c2)c1	-3%	-5.5%	-22%	1.9	90	-2.5%	0.1%	1.4	-45%	i
CC(C)c1cc(C(=O)NC2CCCCC2)no1	-45%	-2.5%	-52%	1.0	74	-2.0%	-0.1%	1.1	21%	i
COC(=O)c1ccc(NC(=O)CSc2nc3ncccc3[nH]2)cc1	24%	0.9%	6%	2.4	55	/	-0.3%	/	13%	i
CCOC(=O)N1CCC(N(CCN(C)C)C(=S)Nc2cccc(SC)c2)CC1	15%	-4.6%	-13%	1.1	53	1.4%	0.1%	1.1	27%	i
CC(C)=CCN1CCN(Cc2nc(C(C)C)cs2)CC1CCO (stereo not drawn)	-7%	/	-5%	2.0	47	-1.3%	0.1%	1	-8%	i
COc1ccccc1/C=N/NC(=O)NC12CC3CC(CC(C3)C1)C2	-2%	0.2%	-5%	12	55	/	0.0%	/	-34%	/
Cc1ccc(S(=O)(=O)N2CCC(NC(=O)c3cccc(C)c3)CC2)cc1	6%	-4.1%	-15%	0.5	53	2.3%	0.5%	1.1	2%[20 µM]	i
O=C(CSc1nncs1)NCCCc1ccccc1	-14%	12%	38%	1.7	48	-2.1%	0.2%	1.1	-41%	i
CCOc1ccccc1CN1CCN(CCCc2ccccc2)CC1CCO (stereo not drawn)	-15%	/	-8%	0.6	46	/	0.0%	/	-26%[20 µM]	/
CC(C)OCC(O)CSc1ccccn1 (stereo not drawn)	-19%	-2.2%	4%	1.0	82	-0.5%	-0.2%	1.2	38%	i
Cc1ccc(NC(=O)CN(C)S(=O)(=O)c2ccc3c(c2)n(C)c(=O)c(=O)n3C)c(C)c1	3%	-4.0%	-13%	0.0	71	/	0.3%	/	-23%	/
CC(=O)N1CCN(C(=O)CCCNC(=O)c2ccc(Cl)cc2)CC1	0%	7.7%	12%	0.5	56	/	-0.1%	/	-20%	/
Cc1ccc(OCCOCCN2CCN(C)CC2)c(C(C)(C)C)c1	-6%	4.4%	14%	0.3	51	/	-0.3%	/	-44%	/
O=C(O)c1nn(CCOc2ccc(Cl)cc2Cl)c(=O)c2ccccc12	1%	1.5%	-17%	4.4	38	/	-0.1%	/	-25%	/
CN1CCN(c2ccccc2NC(=O)c2ccc(N3CCCC3)c([N+](=O)[O-])c2)CC1	9%	-0.7%	-40%	1.7	59	1.5%	0.5%	1	-8%	i
O=C1C=C(O)C(n2cncn2)C(c2ccc(F)cc2)C1 (stereo not drawn)	-8%	-4.3%	3%	-1.3	64	-0.7%	0.1%	1.1	4%	i
C/C(=N\Nc1c([N+](=O)[O-])c(C)nn1C)c1ccc(F)cc1F	5%	41%	-25%	2.2	53	-2.4%	-0.2%	1	-48%	i
COc1cc(C(=O)N=C2SC3CS(=O)(=O)CC3N2c2ccccc2)cc(OC)c1OC (stereo not drawn)	17%	13%	8%	-0.5	60	/	-0.1%	/	18%	/
O=C(CN(Cc1ccc(F)cc1)C(=O)CCC(=O)Nc1ccccn1)NCc1ccc(F)cc1	-1%	-1.5%	-27%	3.0	41	/	-0.2%	/	-22%	/
O=C1C2C3C=CC(C4CC34)C2C(=O)N1/N=C/c1ccc([N+](=O)[O-])s1 (stereo not drawn)	-31%	-1.3%	-45%	2.9	41	-1.5%	0.6%	1.1	-13%	i
N#Cc1ccc(CSCC(=O)NN=C2CCCC2)cc1	4%	-5.0%	-16%	-0.5	36	-1.4%	0.1%	1.1	-8%	i
Cc1ccc(C(=O)NCCCNC(=O)c2ccccn2)cc1	6%	-2.8%	-21%	-0.9	47	/	0.2%	/	-14%	/
O=C(N/N=C/c1cccc(Br)c1)c1ccc(Cn2cc(Br)cn2)o1	-53%	11%	7%	4.1	54	-0.1%	0.1%	1	-11%	i
Cc1cccc(OCCCCCN2CCOCC2)c1C	-15%	-1.2%	-15%	-1.4	56	/	-0.2%	/	20%	/
CCOC(=S)SCc1cn2ccccc2n1	-3%	-6.4%	-26%	3.7	59	-2.6%	0.4%	1.2	22%	i
Cc1ccc(N(C)C(=O)C2CCN(S(=O)(=O)c3ccc4c(c3)oc(=O)n4C)CC2)cc1	12%	1.3%	6%	-0.9	76	-1.0%	-0.1%	1.2	-6%	i
CS(=O)(=O)N1CCN(C(=O)Cc2cccs2)CC1	-1%	0.1%	-29%	0.3	72	-2.2%	0.5%	1	-13%	i
CSc1nc(N)nc(C(C)C)n1	5%	-0.3%	1%	1.7	38	/	-0.2%	/	-22%	i
COc1ccc(CCNC(=O)c2coc(=O)c(Br)c2)cc1	7%	8.2%	-20%	-1.1	93	/	-0.1%	/	-4%	/
COC(=O)c1cc(NC(=O)C2COc3ccccc3O2)cc(C(=O)OC)c1 (stereo not drawn)	5%	-1.5%	-26%	0.2	56	-0.4%	0.1%	1	-16%	i

Only part of the results is shown; the hit share may differ from the screen's.
